TEAD-YAP inh: TEAD-YAP interaction inhibition; HEK-TIYL cells, TEAD-Gal4/YAP UAS-luciferase luminescence; inhibition, % at 9.12 µM; 640,000 tested, 1.4% active; AID 1259422; in the data active = inhibition above about 32%;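 note: 0% = median of test compound wells and 100% = reference inhibitor wells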
FBW7 act: human FBW7 E3 ligase activation, primary screen; AlphaScreen FBW7–phospho-cyclin E peptide binding, activator screen; normalized activity (activation), % at 26.1 µM; 650,000 tested, 0.13% active; in the data active = normalized activity above about 1.9%;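 note: purified mutant Fbw7 with reduced substrate affinity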
Target sequence (Q969H0 whole entry, looked up): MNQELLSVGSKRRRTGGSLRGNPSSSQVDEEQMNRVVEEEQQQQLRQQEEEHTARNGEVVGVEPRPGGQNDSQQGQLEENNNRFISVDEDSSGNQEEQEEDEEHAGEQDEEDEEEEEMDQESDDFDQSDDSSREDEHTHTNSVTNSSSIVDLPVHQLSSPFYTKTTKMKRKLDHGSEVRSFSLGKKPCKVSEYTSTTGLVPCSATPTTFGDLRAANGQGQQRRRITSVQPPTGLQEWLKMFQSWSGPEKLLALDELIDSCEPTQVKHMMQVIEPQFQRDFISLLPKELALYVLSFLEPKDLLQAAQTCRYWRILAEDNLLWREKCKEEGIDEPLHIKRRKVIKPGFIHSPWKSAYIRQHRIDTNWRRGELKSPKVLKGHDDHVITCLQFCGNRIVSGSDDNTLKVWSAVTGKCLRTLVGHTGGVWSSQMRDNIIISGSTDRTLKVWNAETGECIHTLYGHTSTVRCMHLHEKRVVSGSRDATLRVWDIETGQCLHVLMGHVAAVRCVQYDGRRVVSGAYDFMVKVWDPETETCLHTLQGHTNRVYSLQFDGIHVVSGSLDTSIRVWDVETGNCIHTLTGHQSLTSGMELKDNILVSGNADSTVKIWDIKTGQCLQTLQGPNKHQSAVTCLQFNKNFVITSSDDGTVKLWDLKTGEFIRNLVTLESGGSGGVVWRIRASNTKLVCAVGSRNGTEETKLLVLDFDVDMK
GPR151 ag: human GPR151 activation; Q8TDV0; PathHunter beta-arrestin GPR151 cells, luminescence; activation, % at 11.2 µM; 650,000 tested, 1% active; AID 1508602; in the data active = activation above about 4.9%;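 note: 0% = median of compound wells and 100% = cells with positive control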
Target sequence (Q8TDV0 whole entry, looked up): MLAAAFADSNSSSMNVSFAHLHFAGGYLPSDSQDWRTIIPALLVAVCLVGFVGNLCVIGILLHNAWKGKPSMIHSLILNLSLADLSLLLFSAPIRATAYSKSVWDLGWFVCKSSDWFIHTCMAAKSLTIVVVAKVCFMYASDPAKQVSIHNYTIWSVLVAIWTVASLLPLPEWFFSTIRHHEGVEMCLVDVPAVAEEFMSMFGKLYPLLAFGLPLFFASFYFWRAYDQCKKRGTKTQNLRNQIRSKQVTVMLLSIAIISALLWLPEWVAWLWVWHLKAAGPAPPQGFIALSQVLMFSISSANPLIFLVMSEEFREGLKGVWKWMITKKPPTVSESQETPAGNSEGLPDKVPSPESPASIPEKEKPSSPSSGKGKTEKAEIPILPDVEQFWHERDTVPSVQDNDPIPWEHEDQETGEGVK
MITF primary: human MITF inhibition, primary screen | O75030 | AlphaScreen MITF homodimerization, bead proximity signal | inhibition, % at 2.6 µM | 650,000 tested, 0.91% active; in the data active = inhibition above about 50%;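 note: 0% = vehicle wells with protein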
* hit, by the source's call.

SMILES	TEAD-YAP inh	FBW7 act	GPR151 ag	MITF primary
CSCCCNC(=O)CC1C(=O)NCCN1Cc1cccs1 (stereo unspecified)	8.0	0.0	0.6	17.2
O=C(CCc1ccccc1)NNC(=O)c1ccc2ccccc2c1O	11.8	0.1	0.6	14.1
CSCCC(NC(=O)/C(=C/c1ccc2c(c1)OCO2)NC(=O)c1ccccc1)C(=O)O (stereo unspecified)	-7.9	0.1	-0.4	2.3
CCCCN(C)C1=CC2=CC(=C(C#N)C#N)CCC2CC1 (stereo unspecified)	8.2	0.3	1.2	-5.4
CCOc1ccc(NC(=S)NN2C(C)CCCC2C)cc1 (stereo unspecified)	10.9	-0.7	-0.7	-5.5
CCOc1ccc(C(=O)Nc2cc(Cl)ccc2C(=O)O)cc1	-12.8	0.2	0.2	6.9
Cc1c[nH]c2ncnc(-c3ccc4c(C(=O)Nc5cccc(C(=O)NC(C)C)c5)n(CC5CC5)nc4c3)c12	-4.4	0.5	-1.1	12.5
Cc1ccnc(NC(=O)c2ccccc2Cl)c1	35.2*	0.7	-5.1	12.9
Cc1ccc2c(Cl)c(C(N)=O)sc2c1	-4.8	0.1	1.4	11.7
O=c1cc(NCc2ccco2)[nH]c(=O)n1-c1ccc(Br)cc1	0.5	0.3	-1.4	3.3
Cc1ccc(C(=O)N/C(=C/C=C\c2ccccc2)C(=O)NC(C)C)cc1	1.4	0.0	-1.6	9.0
CN1C(C(=O)NC2CCCCC2)=CC(c2cccs2)=NS1(=O)=O	-7.3	0.3	-0.9	3.8
Cc1ccc(O)c(/C=N/NC(=O)COc2cccc([N+](=O)[O-])c2)c1	10.5	-0.1	0.6	-0.5
C=CCNC(=O)c1cc(-c2ccco2)on1	-50.5	-0.1	0.1	0.0
Cc1nc(N2CCN(c3ccccn3)CC2)c2c(C)c(C(=O)Nc3cccc(C(F)(F)F)c3)sc2n1	-4.3	-0.3	0.3	13.6
Cc1cc(=O)[nH]c2c1sc1[nH]c(=O)ccc12	3.7	0.0	-1.1	8.0
Ic1ccc(C2=CC(c3cccs3)n3ncnc3N2)cc1 (stereo unspecified)	4.1	0.2	-0.1	2.0
CN(C)C1CCN(C(=O)c2cccc(OC3CCN(S(=O)(=O)N(C)C)CC3)c2)C1 (stereo unspecified)	0.1	0.2	2.4	11.5
CCOc1ccc(-n2c(=S)sc3c(=O)[nH]c(SCc4ccc(C)cc4)nc32)cc1	3.9	0.1	-0.6	0.8
Cc1cc(S(=O)(=O)NC2CCCCC2)ccc1OCC(=O)NCC1CCCO1 (stereo unspecified)	5.6	0.2	-0.2	9.2
COc1cc(CNc2ccc(N(C)C)cc2)ccc1OCC(=O)NC(C)(C)C	36.8*	-0.2	0.8	15.1
N#CC(C#N)=CNc1ccc(Cl)cn1	1.7	-0.2	3.5	8.6
COC(=O)c1ccccc1NC(=O)CN1C(=O)c2ccccc2C1=O	-1.2	0.4	0.6	11.4
COc1ccc2sc(NC(=O)CSc3nnnn3-c3ccccc3)nc2c1	7.0	0.2	4.4	2.1
CCCc1cc(=O)[nH]c2nnc(SCC(=O)Nc3ccc([N+](=O)[O-])cc3)n12	-4.1	-0.1	1.0	-4.1

Whole records from above. Order of values: TEAD-YAP inh | FBW7 act | GPR151 ag | MITF primary
`CSCCCNC(=O)CC1C(=O)NCCN1Cc1cccs1` (stereo unspecified) as listed: 8.0 | 0.0 | 0.6 | 17.2
`COc1cc(CNc2ccc(N(C)C)cc2)ccc1OCC(=O)NC(C)(C)C` as listed: 36.8* | -0.2 | 0.8 | 15.1
`CCOc1ccc(C(=O)Nc2cc(Cl)ccc2C(=O)O)cc1` as listed: -12.8 | 0.2 | 0.2 | 6.9
`Cc1cc(S(=O)(=O)NC2CCCCC2)ccc1OCC(=O)NCC1CCCO1` (stereo unspecified) as listed: 5.6 | 0.2 | -0.2 | 9.2
`CCCCN(C)C1=CC2=CC(=C(C#N)C#N)CCC2CC1` (stereo unspecified) as listed: 8.2 | 0.3 | 1.2 | -5.4

Additional results.
SMILES	TEAD-YAP inh	FBW7 act	GPR151 ag	MITF primary
COCCNC(=O)C12CC3CC(C1)CC(c1ccccc1)(C3)C2	0.6	0.0	2.3	1.7
O=C(N/N=C/c1ccc(Sc2cccs2)s1)c1ccncc1	4.4	-0.1	-0.3	5.5
COc1ccccc1N=Cc1c(O)n(Cc2ccc3c(c2)OCO3)c(=O)c2ccccc12	-2.3	-0.2	-2.0	-0.3
COCc1cc(C)nc2sc(C(=O)Nc3ccc(Oc4ccccc4)cc3)c(N)c12	-7.0	-0.1	-0.1	2.8
Cc1cc(/C=C2/NC(=O)NC2=O)c(C)n1-c1ccc(I)cc1	17.3	0.1	0.1	9.5
CCOCCn1cnc2sc(C(=O)N3CCN(CC)CC3)c(C)c2c1=O	-1.3	0.1	-0.5	16.4
Cc1[nH]c2ccc(OC(F)(F)F)cc2c1CCNC(=O)COc1ccc(F)cc1F	-2.3	-0.1	1.9	-10.7
COCCNC(=O)c1nonc1N	-1.1	0.1	3.2	-11.8
O=C(Nc1ccc2nn(-c3cccc(Cl)c3)nc2c1)c1ccccc1I	-5.6	0.0	-1.7	9.6
COc1ccc(C2=NNC(c3ccncc3)=Nc3ccc(Br)cc32)cc1	-9.8	-0.2	0.8	7.0
CCCn1c(SCC(=O)NC2CCCCC2C)nnc1-c1ccncc1 (stereo unspecified)	6.0	0.1	1.2	-1.9
CCOc1ccc(C(=O)Nc2ccc(-c3nc4cc(C)cc(C)c4o3)cc2)cc1Cl	8.2	0.4	-1.3	8.7
Cc1cc2nn(-c3ccccc3)nc2cc1NC(=O)c1sc2ccccc2c1Cl	13.7	-0.1	1.2	-2.1
Cc1cccc(N2CCN(C(=O)c3cc(S(=O)(=O)N4CCOCC4)cn3C)CC2)c1C	4.6	0.1	1.1	-5.9
CCC(C)NC(=O)C1CCN(c2nc(C)c3ccc(OC)cc3n2)CC1 (stereo unspecified)	-3.8	0.0	-1.7	-2.2
Fc1ccc(CSc2nnc3ccc(-c4ccc(Br)cc4)nn23)cc1	-2.3	0.0	0.5	-4.8
CCCc1[nH]nc2c1C(c1ccc([N+](=O)[O-])cc1)C(C#N)=C(N)O2 (stereo unspecified)	-1.7	0.2	-1.3	-15.2
Cc1cnc(N2CCN(c3ccccn3)CC2)nc1NC1CC1	-14.0	0.0	2.7	4.6
O=C(NCc1nnc(SCC(=O)N2N=C(c3cccs3)CC2c2ccc(F)cc2)n1-c1ccc(Br)cc1)c1ccco1 (stereo unspecified)	6.4	0.1	0.6	9.3
Cc1[nH]c2ccccc2c1C(c1ccccn1)c1c(C)[nH]c2ccccc12	7.4	1.0	-1.4	20.8
Cc1noc(C)c1-c1nc(Nc2ccccc2)c2ncn(-c3ccsc3)c2n1	-64.4	0.2	-2.3	14.5
CCCCNC(=O)C1CCN(C2CCN(Cc3cccc(C)n3)CC2)CC1	2.1	-0.1	-0.4	0.4
O=[N+]([O-])c1ccc(Sc2cccc3cccnc23)c2nonc12	-6.9	0.1	0.2	2.6
c1ccc(-c2nnc(SC3CCCC3)nc2-c2ccccc2)cc1	-4.5	-0.1	-0.4	10.3
O=C(CCc1nc2sc3c(c2c(=O)[nH]1)CCCC3)N1CCCCC1	-0.5	0.1	-1.2	15.3
New compounds follow:
SMILES	TEAD-YAP inh	FBW7 act	GPR151 ag	MITF primary
COc1cc(CN2CCN(Cc3cccs3)C(CCO)C2)cc(OC)c1OC (stereo unspecified)	-4.1	0.0	0.2	5.8
COC(=O)c1ccc(CO/N=C(\N)c2nonc2N)cc1	-51.4	0.0	-7.9	-3.1
COc1ccc2[nH]cc(CCNC(=O)c3ccc(Cl)cc3Cl)c2c1	-13.6	0.2	1.0	4.3
COc1ccc(NC(=O)CSc2nnnn2C)cc1	-48.4	0.0	3.3	-4.1
CC1CCN(c2cc(N3CCC(C)CC3)c([N+](=O)[O-])cc2C2Oc3[nH]c(=O)[nH]c(=O)c32)CC1 (stereo unspecified)	-7.3	0.2	1.8	-1.6
N#C/C(=N/Nc1ccccc1[N+](=O)[O-])C(=N)N1CCOCC1	-48.2	0.0	1.0	8.1
O=C(Cn1cc2c(n1)CCCCC2)NCC1CCCO1 (stereo unspecified)	-4.0	-0.2	0.1	-2.6
O=C(N/N=C/c1ccc2ccccc2c1)c1cccc(F)c1	-67.3	0.0	-0.2	-2.4
COc1cc(CN2CCC(C3(C)NC(=O)NC3=O)CC2)ccc1OCc1ccccc1 (stereo unspecified)	-7.7	0.0	-0.9	16.0
CCOc1ccc(N(C(C)C(=O)Nc2ccccc2Cl)S(C)(=O)=O)cc1 (stereo unspecified)	0.4	-0.2	0.6	-12.0
COC(=O)c1nc2n(n1)C(c1ccc(F)cc1)C(C(=O)Nc1ccc(Cl)cc1)=C(C)N2 (stereo unspecified)	-2.6	0.0	0.2	0.9
Cc1ccc(C(C(=O)NC(C)(C)C)N(C(=O)c2csnn2)c2ccccc2)o1 (stereo unspecified)	3.9	0.0	1.5	-14.3
CSC1=C(C#N)C(c2ccc(C)cc2)C2=C(CCCC2=O)N1 (stereo unspecified)	-2.8	1.0	0.1	-2.2
O=C1CCC(C(=O)OCc2cccc3ccccc23)=NN1	-3.5	-0.1	-2.5	-12.3
CCOC(=O)C(=O)NNc1ccccc1Cl	5.5	0.1	0.9	5.5
COc1ccccc1CC(=O)NCc1ccco1	-5.7	-0.1	1.7	-3.0
CC1=[N+](C)N(c2ccccc2)C(=O)C1N=Cc1ccncc1 (stereo unspecified)	2.8	0.0	1.3	6.5
Cn1/c(=N/S(C)(=O)=O)sc2ccccc21	4.7	-0.1	-0.7	1.5
OCC1CCCN(Cc2ccc3c(c2)CN(Cc2nccs2)CCO3)C1 (stereo unspecified)	-0.8	0.2	-0.5	11.6
CNS(=O)(=O)c1ccc(NC(=O)Nc2ccc([N+](=O)[O-])cc2OC)cc1	5.1	0.3	1.1	13.0
CCOc1ccc(NC(=O)COc2ccc(Br)cc2)c([N+](=O)[O-])c1	1.6	0.1	-0.9	-2.8
Cc1ccnc(NC(=O)c2ccc(Cl)c([N+](=O)[O-])c2)c1	1.2	-0.1	-0.1	9.8
CC1=C(C(=O)Nc2ccc(C)cc2)C(c2ccc(Br)cc2)NC(=O)N1C (stereo unspecified)	8.3	0.0	0.3	-2.2
CC(=O)c1ccc(NC(=S)N(C)CC2COc3ccccc3O2)cc1 (stereo unspecified)	-19.8	-0.1	-0.7	-0.3
COc1cc(C2Nc3ccccc3NC3=C2C(=O)CC(c2ccc4c(c2)OCO4)C3)cc(OC)c1O (stereo unspecified)	-59.5	-0.1	0.6	2.7

A draw from above in order of molecular weight, largest number first.
SMILES	TEAD-YAP inh	FBW7 act	GPR151 ag	MITF primary
COc1cc(CN2CCN(Cc3cccs3)C(CCO)C2)cc(OC)c1OC (stereo unspecified)	-4.1	0.0	0.2	5.8
Cc1ccnc(NC(=O)c2ccc(Cl)c([N+](=O)[O-])c2)c1	1.2	-0.1	-0.1	9.8
Cn1/c(=N/S(C)(=O)=O)sc2ccccc21	4.7	-0.1	-0.7	1.5

The list continues:
SMILES	TEAD-YAP inh	FBW7 act	GPR151 ag	MITF primary
O=C(CN1CCc2nc(N3CCOCC3)[nH]c(=O)c2C1)Nc1ccc2c(c1)OCO2	0.7	0.2	-0.2	2.0
CCC(NS(=O)(=O)c1ccc(C)cc1)C(=O)N1CCN(c2ccccn2)CC1 (stereo unspecified)	-0.2	-0.1	0.9	-1.1
C/C(=N\NC(=O)CC#N)c1ccc(Br)cc1	-1.4	-0.1	-0.1	-2.7
CCN(CC)C1CCN(C(=O)CCc2nnc(CCCCc3ccccc3)o2)C1 (stereo unspecified)	-8.5	-0.2	0.2	-8.7
Cc1ccc([N+](=O)[O-])cc1NS(=O)(=O)c1ccccc1	3.4	0.2	-0.7	11.4
O=C(Cn1nc(C(F)(F)F)c2c1CCC2)NCCc1ccccc1	2.2	0.3	0.3	7.7
CCN(CC)CCCN(Cc1ccco1)C(=S)Nc1cc(C)c(Cl)cc1OC	3.6	-0.3	-0.3	-3.2
COC(=O)c1sc2ccccc2c1NC(=O)c1ccc(Cl)cc1	-2.3	0.0	-1.1	3.9
CC1CN(S(=O)(=O)c2ccccc2Cl)CC(C)O1 (stereo unspecified)	0.5	-0.1	-0.2	-4.5
N#CC1=C(N)N(c2ccccc2F)C2=C(C(=O)CCC2)C1c1cccc([N+](=O)[O-])c1 (stereo unspecified)	6.5	0.0	1.5	0.4
CCn1c(C(=O)O)c(CC(=O)Nc2ccc(C(C)C)cc2)c2ccccc21	5.3	-0.1	-0.6	3.4
COc1ccc(Cl)cc1-c1nc(-c2nonc2N)no1	-4.5	0.6	1.1	8.9
Oc1ccc(CCNc2nc(-c3ccccc3)nc3c2ncn3C2CCCCC2)cc1	4.5	0.0	0.8	2.6
Cc1cc(C)n(CC(=O)NCCc2cccs2)n1	2.3	0.3	-1.0	3.4
O=C1NCCN(Cc2cccc(Oc3ccccc3)c2)C1CC(=O)N1CCCCCC1 (stereo unspecified)	-6.9	-0.1	1.8	-4.4
CCn1c(=O)n(CC(=O)Nc2cc(C)ccc2OC)c(=O)c2ccccc21	-6.5	0.3	0.0	10.7
O=[N+]([O-])c1ccc2c(c1)-c1ccccc1S(=O)(=O)N2	0.8	0.0	2.0	5.7
Cc1ccccc1NC(=O)Cc1ccc(Br)cc1	1.4	-0.3	-0.3	-10.3
COc1ccccc1Cn1c(=O)c2cccnc2n(CC(=O)Nc2cccc(C)c2)c1=O	13.8	0.0	0.7	0.3
Cn1c(C(O)(c2ccccc2)C(O)c2ccco2)nc2ccccc21 (stereo unspecified)	5.1	-0.1	-0.5	-0.5
Cc1c(Cc2ccc(Cl)cc2)c(NCCCN(C)C)n2c(nc3ccccc32)c1C#N	-11.2	0.0	-1.0	6.7
COC(=O)CN1C(=O)S/C(=C/c2ccco2)C1=O	1.5	-0.1	7.0*	19.6
O=C(COc1ccc2ccccc2c1)Nc1cccc(NC(=O)c2ccco2)c1	-6.4	0.0	1.7	-8.2
Cc1nc(N2CCOCC2)c2nnn(Cc3ccccc3Cl)c2n1	-5.1	0.2	3.5	17.3

Source: PubChem BioAssay (The Scripps Research Institute Molecular Screening Center)
